# CDK5 p35 inh = inhibitors of human CDK5/p35 kinase; Recombinant CDK5/p35, ADP-Glo luminescence, 60 min; 330,000 compounds, 0.01% hits; inhibition, % at 10 µM;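 active = highest replicate inhibition of at least 50% and at least 75% of replicates reaching 50%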;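 also: plate controls were DMSO neutral control for no effect and GW8510 at 10 µM for full effect; many of its hits are not listed in these tables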
# dFosB activator = activators of mouse delta FosB homodimer | purified delta FosB, TAMRA-CDK5 oligo fluorescence polarization; percent of positive-control signal above neutral wells | 340,000 compounds, 0.99% hits | P13346 | activation, % at 25 µM;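 active = mean activation above about 17%, with every replicate also reaching it, limit read from the data, passing the limit was not always enough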;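 also: fluorescence polarization rise as delta FosB binds a TAMRA Cdk5 AP-1 oligo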
# Target sequence (P13346 whole entry, looked up): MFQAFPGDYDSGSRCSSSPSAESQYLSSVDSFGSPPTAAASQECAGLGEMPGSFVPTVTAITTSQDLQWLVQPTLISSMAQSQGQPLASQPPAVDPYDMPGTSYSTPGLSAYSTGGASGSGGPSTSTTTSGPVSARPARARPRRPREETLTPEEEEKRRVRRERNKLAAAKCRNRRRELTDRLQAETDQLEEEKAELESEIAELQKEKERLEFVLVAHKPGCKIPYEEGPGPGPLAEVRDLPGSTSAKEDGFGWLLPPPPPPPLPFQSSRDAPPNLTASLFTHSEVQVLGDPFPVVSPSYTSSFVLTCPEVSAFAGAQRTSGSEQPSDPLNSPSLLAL
# PvdQ acylase = P. aeruginosa PvdQ acylase inhibition. inhibition, % at 10 µM. purified PvdQ acylase, fluorescence plate reader. 340,000 compounds, 0.063% hits; in the data active = inhibition above about 30%, passing the limit was not always enough;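 also: 0% = vehicle neutral wells and 100% = reference inhibitor wells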
# RTF Ca sens act = increases calcium sensitivity of human cardiac regulated thin filaments. P19429+P45379. IANBD-labeled TnC RTF fluorescence at EC20 calcium; 0% EC20 calcium, 100% full calcium. activation, % at 7.2 µM. 340,000 compounds, 0.24% hits;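 active = activation above the mean over all tested compounds plus 3 SD, cut at about 30% in these data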;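 also: rise in fluorescence read as greater calcium sensitivity of cardiac thin filaments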
# HTR5A ag ctr = HTR5A agonism, opioid heterodimer counter-screen. activation, % at 9.3 µM. HTR5A agonist assay, luminescence, cell-based. P47898. 340,000 compounds, 0.61% hits; in the data active = activation mostly above about 9.5%, no sharp cut-off; inactive = mostly below about 7.6%;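 also: 0% = cells with vehicle only and 100% = reference agonist; strong numbers were not always called active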
# Target sequence (P47898 whole entry, looked up): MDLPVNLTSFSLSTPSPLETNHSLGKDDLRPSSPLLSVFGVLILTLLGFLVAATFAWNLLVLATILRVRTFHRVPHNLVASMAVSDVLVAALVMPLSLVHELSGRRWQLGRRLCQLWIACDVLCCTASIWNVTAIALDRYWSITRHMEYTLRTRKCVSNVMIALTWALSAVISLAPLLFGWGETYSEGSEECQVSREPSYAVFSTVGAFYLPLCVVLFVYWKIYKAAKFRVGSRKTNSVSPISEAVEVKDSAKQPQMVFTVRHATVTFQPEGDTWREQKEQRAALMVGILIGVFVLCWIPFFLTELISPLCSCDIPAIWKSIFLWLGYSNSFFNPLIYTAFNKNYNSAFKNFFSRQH
# SR-BI HDL uptake = blocks mouse SR-BI lipid uptake from DiI-HDL; Q61009; ldlA[mSR-BI] CHO cells, DiI-HDL uptake fluorescence, 3 h; inhibition, % at 12.5 µM; 320,000 compounds, 0.96% hits; AID 488896;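 active = mean replicate inhibition of at least 70% and a set share of replicates each scoring 70 or more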;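 also: 0% = median of neutral control wells and 100% = median of positive control wells; values of inactives mirror those of a sister screen read the other way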
# Wnt bcat act = activates Wnt/beta-catenin signaling in a reporter cell assay. activator, plate reader. activation, % at 9.35 µM. 300,000 compounds, 1.2% hits. AID 743398; in the data active = activation above about 30%, passing the limit was not always enough;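 also: 0% = neutral control wells and 100% = positive control wells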
# SR-BI uptake up = SR-BI HDL lipid transfer activation | CHO ldlA[mSR-BI] cells, DiI-HDL uptake fluorescence, 3 h; 100 = double the neutral-control signal | activation, % at 12.5 µM | 320,000 compounds, 0.096% hits | AID 504775;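 active = mean replicate activation of at least 60% and every replicate at or above 60%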;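 also: 0% = median plate neutral-control signal and 100% = twice that signal; values of inactives mirror those of a sister screen read the other way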
#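 Material: SR-BI-overexpressing, LDLR-lacking CHO cells; schedule: compound exposure 3 h, 37 °C; reagent: DiI-labelled HDL at 10 µg/mL final; technique: bottom-read fluorescence, 550/595 nm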
# Rtt109 Vps75 = inhibitors of Candida albicans Rtt109/Vps75 histone acetyltransferase | purified Rtt109/Vps75, ThioGlo CoA-SH fluorescence, 4 h | Q5AAJ8 | inhibition, % at 34.9 µM | 330,000 compounds, 0.16% hits;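 active = inhibition of at least 50% in every replicate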
# Target sequence (Q5AAJ8 whole entry, looked up): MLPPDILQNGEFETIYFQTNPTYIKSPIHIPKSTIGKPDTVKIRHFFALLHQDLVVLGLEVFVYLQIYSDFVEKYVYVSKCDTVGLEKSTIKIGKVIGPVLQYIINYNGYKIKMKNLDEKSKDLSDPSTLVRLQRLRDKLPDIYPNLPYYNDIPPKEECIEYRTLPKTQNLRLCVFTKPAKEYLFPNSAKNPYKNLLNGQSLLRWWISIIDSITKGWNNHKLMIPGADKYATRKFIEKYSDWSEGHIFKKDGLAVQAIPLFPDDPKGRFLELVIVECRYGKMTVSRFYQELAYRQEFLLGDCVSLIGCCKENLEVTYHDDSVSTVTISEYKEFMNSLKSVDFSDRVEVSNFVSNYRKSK
# MITF act = MITF TRPM1 promoter activation in melanoma cells; SK-MEL-5 TRPM1-promoter luciferase, 24 h; % of positive control, neutral wells = 0; activation, % at 12.5 µM; 300,000 compounds, 0.75% hits; AID 588334;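 active = mean activation of at least 80% with every replicate also reaching 80%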;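 also: 0% = neutral control wells and 100% = parthenolide positive control wells; values of inactives mirror those of a sister screen read the other way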
# Active calls of the source: *; i = inactive; · = no result given.
SMILES,CDK5 p35 inh,dFosB activator,PvdQ acylase,RTF Ca sens act,HTR5A ag ctr,SR-BI HDL uptake,Wnt bcat act,SR-BI uptake up,Rtt109 Vps75,MITF act
Fc1cccc(Cl)c1Cn1nnc2c(NCc3ccncc3)ncnc21,1.8,0,-13,3,-1,10,-3,-10,-3,-12
O=C(CSc1nc2ccc([N+](=O)[O-])cc2s1)NC1CCS(=O)(=O)C1 (stereo not given),-1.6,-6,-12,1,-1,28,-1,-28,-22,-3
O=C(COC(=O)CCC(=O)c1ccc(F)cc1)NCc1ccco1,0.7,-12,-2,3,1,-9,1,9,1,-5
COc1ccc(/C(N)=N/OC(=O)c2ccc(C)c([N+](=O)[O-])c2)cc1,0.7,-3,-16,-2,-12,-11,·,11,-3,33
Cc1cccc(C)c1NC(=O)CSc1nnc(-c2ccccc2)n1Cc1ccc2c(c1)OCO2,-2.0,-5,-11,8,-3,28,·,-28,-12,·
Fc1ccc(F)c(CN2CCN(c3ncccn3)CC2)c1,0.9,-8,-5,-2,0,-6,2,6,-12,6
CC1SC(=NC(=O)c2ccco2)NC1=O (stereo not given),-0.2,-1,-16,1,-1,-15,·,15,0,-3
COc1ccc(-n2c(=O)c3ccccc3n(Cc3cccc(C)c3)c2=O)cc1OC,3.3,-4,14,4,3,5,-6,-5,-2,-1
CCOC(=O)C1CCN(C(=O)c2ccc3snnc3c2)CC1,0.9,2,-11,-4,0,-6,·,6,7,1
CCOC(=O)C1C(=O)NC(C(=O)OCC)(C(=O)OCC)C1CC (stereo not given),0.3,11,-7,-5,-2,-7,1,7,3,-2
O=C(COC(=O)c1cc(=O)[nH]c(=O)[nH]1)Nc1cccc(Cl)c1,-0.2,5,-12,-1,-2,-46,0,46,10,1
COc1cc(C=O)ccc1Oc1cnccn1,-0.6,5,0,-7,-3,-23,-5,23,·,19
Cc1cc(C(=O)CN2C(=O)C(=O)N(C3CCCC3)C2=O)c(C)n1CCc1ccccc1,2.3,-1,-16,-12,-2,21,-4,-21,13,-16
Cc1ccccc1CSc1nnc2ccc(-c3ccncc3)nn12,0.4,-6,0,2,5,·,-8,·,·,17
CCn1cc(Br)c(C(=O)Nc2ccc(OC)cc2)n1,0.0,4,-26,-2,-2,10,·,-10,0,41
COc1ccc2nc(SCC(=O)NCc3ccc(S(N)(=O)=O)cc3)[nH]c2c1,0.4,3,2,3,-3,4,-2,-4,-7,8
O=C1CCC(=O)N1OCCCOc1ccccc1,1.4,-3,8,-4,4,16,-2,-16,-3,2
N#Cc1c(-c2ccccc2)[nH]c(=O)[nH]c1=O,-1.3,1,5,5,0,6,-2,-6,9,3
Cc1ccc(-c2csc3ncnc(NCCC(=O)O)c23)cc1C,4.8,-5,-6,-3,3,-15,1,15,0,0
CCN(CC(=O)NCc1ccc(Cl)cc1)C(=O)c1ccc(C#N)cc1,-0.2,4,-20,7,3,-6,-1,6,-1,0

# One compound at a time, as listed above. Order of screens: CDK5 p35 inh, dFosB activator, PvdQ acylase, RTF Ca sens act, HTR5A ag ctr, SR-BI HDL uptake, Wnt bcat act, SR-BI uptake up, Rtt109 Vps75, MITF act
# COc1ccc(/C(N)=N/OC(=O)c2ccc(C)c([N+](=O)[O-])c2)cc1 as listed: 0.7, -3, -16, -2, -12, -11, ·, 11, -3, 33
# O=C(COC(=O)c1cc(=O)[nH]c(=O)[nH]1)Nc1cccc(Cl)c1 as listed: -0.2, 5, -12, -1, -2, -46, 0, 46, 10, 1
# CCn1cc(Br)c(C(=O)Nc2ccc(OC)cc2)n1 as listed: 0.0, 4, -26, -2, -2, 10, ·, -10, 0, 41
# CCOC(=O)C1CCN(C(=O)c2ccc3snnc3c2)CC1 as listed: 0.9, 2, -11, -4, 0, -6, ·, 6, 7, 1
# Fc1ccc(F)c(CN2CCN(c3ncccn3)CC2)c1 as listed: 0.9, -8, -5, -2, 0, -6, 2, 6, -12, 6

# Next entries follow.
SMILES,CDK5 p35 inh,dFosB activator,PvdQ acylase,RTF Ca sens act,HTR5A ag ctr,SR-BI HDL uptake,Wnt bcat act,SR-BI uptake up,Rtt109 Vps75,MITF act
O=C(CNc1ccccc1N1CCCC1=O)Nc1cc(C(F)(F)F)ccc1-n1cncn1,-0.3,-2,0,0,-3,-9,-2,9,-6,-4
O=C(CSc1nnc(-c2c[nH]c3ccccc23)o1)N1CCCCC1,1.3,-7,-10,1,2,11,0,-11,-1,31
Cn1c(Nc2ccc(Cl)cc2)cc(=O)n(C)c1=O,1.2,1,1,4,3,9,0,-9,-9,·
CCOC(=O)c1c(C)n2c3c(cc(C)cc13)CCC2,-1.2,-14,-16,-4,-2,-14,-4,14,-4,14
COc1ccc(/C=N/Nc2nnc(-c3ccccc3)c(=O)[nH]2)cc1,1.6,4,-3,2,5,-2,·,2,4,-53
FC(F)(F)c1ccc(NCCc2ccccc2)nc1,-1.1,0,-11,2,1,-16,8,16,-5,·
O=C(NNC(=O)c1cnccn1)c1cccc([N+](=O)[O-])c1,-0.8,-5,-13,2,0,-25,·,25,2,65
O=C(c1cccs1)N1CCN(S(=O)(=O)c2cccc(Cl)c2Cl)CC1,-0.3,-4,-8,11,1,10,-4,-10,12,12
CCc1nc(SCC(=O)Nc2ccccc2OC)n[nH]1,-1.8,-9,-7,-2,10,·,-2,·,2,-12
Cc1ccc(OCc2nnc(SCCN3CCOCC3)n2C)cc1,0.8,3,10,-4,7,-15,-6,15,7,1
OCC[C@@H]1C[C@@H](O)[C@H](O)[C@@]2(CCc3ccccc3O2)O1,-1.8,-10,10,1,-1,-7,-1,7,-1,4
CCC(=O)N(NC1=NS(=O)(=O)c2ccccc21)S(=O)(=O)c1ccc(C)cc1,-1.2,0,-2,-1,-8,-16,-1,16,2,-9
C/C(=N\NC(=O)c1ccoc1C)c1ccc(Cl)s1,-0.3,7,-7,5,-2,-8,6,8,3,38
Cc1ccccc1NC(=O)CCCSc1nc2ccccc2s1,0.5,-11,-14,4,5,-17,-1,17,10,-2
COc1ccc(S(=O)(=O)N(C(C)=O)c2ccc(OC(C)=O)c3ccccc23)cc1[N+](=O)[O-],1.1,-5,-5,-3,-3,11,-1,-11,6,-70
CS(=O)(=O)N1N=C(c2cccs2)CC1c1ccccc1F (stereo not given),-2.7,0,-12,1,3,-1,-3,1,-5,-7
Cc1cccc(NC(=S)N2CCCC2)c1,0.1,1,2,1,0,-19,-3,19,0,2
CC(C)(C)N1NC2(CCCCC2)NC1=S,1.7,2,-10,-4,5,-8,0,9,5,1
CN1CCC(NC(=O)c2cc(-c3cccc(Br)c3)nc3ccccc23)CC1,-0.6,-113,-11,-1,3,6,-3,-6,1,3
C=CC[C@@H](CC(=O)N(CCO)Cc1ccccc1)C(=O)N[C@@H](COC(=O)[C@@H](CC=C)Cc1ccc(F)cc1)Cc1c[nH]c2ccccc12,1.1,-2,-4,6,1,-3,0,3,-3,-8
COc1cccc(-c2noc(-c3ccoc3C)n2)c1,2.0,-5,-8,1,3,16,17,-16,-1,66
O=C(c1cccc(S(=O)(=O)N2CCCC2)c1)c1nnc(-c2ccncc2)o1,-0.3,-4,-2,6,-1,3,-1,-3,-4,2
C/C(=N\Nc1cc(N2CCOCC2)ncn1)c1cccc([N+](=O)[O-])c1,2.8,-3,1,1,1,28,-3,-28,6,-2
CC(=O)c1c(C)[nH]c(C(=O)COc2ccc(C#N)cc2)c1C,-0.4,1,-15,1,-2,28,·,-28,-7,0
COc1cccc(-c2nc(CS(=O)(=O)CC(=O)NCCN3CCOCC3)c(C)o2)c1,-1.2,-9,-10,-1,3,16,-2,·,-3,5
CC(C)c1nc(SCC(=O)c2c[nH]c3ccccc23)n[nH]1,-1.2,-11,-7,5,-1,·,-3,·,-1,-16
CN1C(=O)[C@H]2[C@@H](C3CC3)N3C(=O)CN(Cc4ccc(-c5ccccc5)cc4)C(=O)[C@@]3(C)[C@H]2C1=O,0.8,0,-9,11,4,-14,-4,14,-1,9
CCc1ccc(-n2c(=O)c3ccccc3n(CC(=O)NCc3ccco3)c2=O)cc1,0.8,4,4,-1,2,0,-1,0,-7,-1
COc1cc(/C=C2\SC(=O)N(CC(=O)Nc3cccc(C)c3)C2=O)cc([N+](=O)[O-])c1O,-0.2,-17,-7,·,·,-10,5,10,-1,-2
CC1(C)NC(=O)N(CC(O)CN(Cc2ccccc2)Cc2ccccc2)C1=O (stereo not given),-0.6,-3,-15,4,2,8,12,-8,-9,-2
O=C(Nc1cccc2nsnc12)c1ccc2c(c1)OCO2,0.2,-1,-8,-2,2,17,·,-17,-3,22
C1=CCN(Cc2ccccc2)C1,-0.8,-2,-16,-4,-3,-3,2,3,-1,13
COc1ccc2c(c1)c(C(=O)CN1CCc3ccccc3C1)c(C)n2C,-0.6,2,4,6,4,3,-2,-3,22,·
Cc1cccc(N2C(=O)CC(Sc3nnc(C)s3)C2=O)c1 (stereo not given),-0.7,1,-6,5,-7,6,·,-6,3,6
COC(=O)C1=C(C(=O)OC)[C@@H]2N(C)c3ccc(OC)cc3[C@@]23C[C@@H](C(=O)OC)N(C(=O)CC(C)C)C3=N1,-0.4,-5,-4,5,-1,-18,-1,18,-25,6
Cc1ccc(Cc2cnc(N)s2)o1,0.1,-14,-6,6,-3,-25,·,25,3,-3
CCc1ccc(N(CC(=O)NC(C)C)C(=O)CCC(=O)Nc2nccs2)cc1,0.1,-4,-17,2,2,-8,1,8,3,1
CC(=O)Nc1ccc(S(=O)(=O)N(C)c2ccc(OCC(=O)NCCc3ccccc3F)cc2)cc1,0.4,-9,3,-2,1,7,6,-7,5,1
COC(=O)C[C@H]1C=C[C@@H](C(C(=O)OC)C(=O)OC)CN1C(C)=O,2.1,-4,-13,-7,-2,-9,-5,9,-1,-5
O=C(NC1CCCCC1)c1ccc([N+](=O)[O-])o1,1.8,2,-4,-1,4,-1,·,1,0,-43
CCOc1cc(N2CCOCC2)c(OCC)cc1NC(=O)CSc1ncccn1,0.6,2,-13,1,3,10,18,-10,-6,-2
O=C(CSc1nnc(Nc2ccccc2)s1)NC1CCCC1,-4.1,1,-11,-1,7,1,3,-1,-8,-4
O=C(Cn1c(=O)[nH]c2ccccc2c1=O)Nc1ccc2c(c1)OCO2,·,-4,-6,-4,7,8,2,-8,-2,23
C=CCNC(=O)c1cc(Cl)ccc1Cl,0.7,2,25,-1,-4,·,·,·,-11,-3
O=c1cc(C(F)(F)F)[nH]c2ccccc12,1.8,-7,-4,0,-1,-13,-3,13,1,1
Cc1ccc(-n2ncc(C(=O)NCc3ccc4c(c3)OCO4)c2NC(=O)c2ccco2)cc1C,0.3,-4,6,-2,2,-10,·,10,19,3
CNC(=O)COC(=O)c1ccc(NS(=O)(=O)c2ccc3c(c2)OCCO3)cc1,-0.1,-2,11,-1,1,-25,0,25,-1,-5
Cc1cc(C)c2c(N)c3cccc(C)c3nc2n1,-0.5,49*,-12,8,-2,16,10,-16,i,-62
O=C(CSc1nnc(NC(=O)C2CCC2)s1)Nc1ccccc1,0.3,-5,-14,-5,6,-18,0,18,3,3

# Assay outcomes: PubChem, several laboratories
